MITF inh: MITF inhibitors, primary screen, biochemical, AlphaScreen, human; Microphthalmia-associated transcription factor (Homo sapiens), O75030; AlphaScreen MITF homodimerization, bead proximity signal; inhibition, % at 2.6 µM; hit rate 0.91% among 650,000; AID 1259374, 2018; in the data active means inhibition above about 50%;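 further: 0% = vehicle wells with protein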
FBW7 act: FBW7 E3 ligase activators, primary screen, biochemical, AlphaScreen, human. hit rate 0.13% among 650,000. F-box/WD repeat-containing protein 7 (Homo sapiens), Q969H0. normalized activity (activation), % at 26.1 µM. AlphaScreen FBW7–phospho-cyclin E peptide binding, activator screen; in the data active means normalized activity above about 1.9%;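 further: purified mutant Fbw7 with reduced substrate affinity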
Target sequence (Q969H0 whole entry, looked up): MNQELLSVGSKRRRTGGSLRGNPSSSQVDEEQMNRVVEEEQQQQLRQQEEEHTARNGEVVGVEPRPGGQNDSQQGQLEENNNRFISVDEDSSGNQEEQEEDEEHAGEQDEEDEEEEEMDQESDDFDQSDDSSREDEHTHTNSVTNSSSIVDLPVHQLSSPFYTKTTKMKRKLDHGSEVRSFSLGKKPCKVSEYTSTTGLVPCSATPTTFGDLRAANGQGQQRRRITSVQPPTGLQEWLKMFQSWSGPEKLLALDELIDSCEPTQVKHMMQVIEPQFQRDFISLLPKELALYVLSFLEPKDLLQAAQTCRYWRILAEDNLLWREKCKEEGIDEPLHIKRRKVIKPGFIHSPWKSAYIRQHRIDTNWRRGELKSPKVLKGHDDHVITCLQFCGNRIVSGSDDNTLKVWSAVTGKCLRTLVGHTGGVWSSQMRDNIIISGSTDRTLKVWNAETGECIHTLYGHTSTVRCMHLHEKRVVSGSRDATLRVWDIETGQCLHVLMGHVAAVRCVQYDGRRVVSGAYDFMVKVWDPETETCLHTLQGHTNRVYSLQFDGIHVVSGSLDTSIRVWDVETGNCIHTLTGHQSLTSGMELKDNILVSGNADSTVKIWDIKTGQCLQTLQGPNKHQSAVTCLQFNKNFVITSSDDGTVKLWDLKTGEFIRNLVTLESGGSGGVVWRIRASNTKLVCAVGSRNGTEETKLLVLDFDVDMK
GPR151 activ: activators of human GPR151, primary screen, cell-based, PathHunter beta-arrestin, luminescence; PathHunter beta-arrestin GPR151 cells; AID 1508602, 2020; activation, % at 11.2 µM; G-protein coupled receptor 151 (Homo sapiens), Q8TDV0; hit rate 1% among 650,000; in the data active means activation above about 4.9%;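 further: 0% = median of compound wells and 100% = cells with positive control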
Target sequence (Q8TDV0 whole entry, looked up): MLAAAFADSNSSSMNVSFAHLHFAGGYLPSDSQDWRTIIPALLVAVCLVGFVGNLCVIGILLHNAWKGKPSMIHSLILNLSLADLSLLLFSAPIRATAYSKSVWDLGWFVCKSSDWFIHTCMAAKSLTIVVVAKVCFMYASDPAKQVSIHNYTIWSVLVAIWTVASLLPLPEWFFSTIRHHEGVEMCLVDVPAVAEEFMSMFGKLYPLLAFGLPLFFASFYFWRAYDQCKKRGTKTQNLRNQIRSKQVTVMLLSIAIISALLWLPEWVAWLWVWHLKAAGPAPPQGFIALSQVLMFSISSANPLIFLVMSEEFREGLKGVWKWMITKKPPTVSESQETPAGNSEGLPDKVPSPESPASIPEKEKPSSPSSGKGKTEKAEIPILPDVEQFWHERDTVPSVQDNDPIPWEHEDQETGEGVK
TEAD-YAP inh: TEAD-YAP interaction inhibition, primary screen, TEAD-YAP interaction inhibitor project, luminescence, HEK-TIYL cells; AID 1259422, 2018; inhibition, % at 9.12 µM; TEAD-Gal4/YAP UAS-luciferase luminescence; hit rate 1.4% among 640,000; in the data active means inhibition above about 32%;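 further: 0% = median of test compound wells and 100% = reference inhibitor wells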
The depositor's hits bear a star.

SMILES	MITF inh	FBW7 act	GPR151 activ	TEAD-YAP inh
CC(C)NC(=O)CN(c1cccc(C(F)(F)F)c1)S(C)(=O)=O	-1	0.1	0.2	5
CCOc1ccc(Br)cc1S(=O)(=O)Nc1ccccc1N1CCOCC1	5	0.1	-0.3	-7
COc1ccccc1N=NC1C(=O)N(C(N)=S)N=C1C (stereo not given)	9	0.6	-0.1	11
CCSCCOC(=O)C1=C(C)NC2=C(C(=O)CC(c3ccc(Cl)cc3)C2)C1c1cc(Br)c(O)c(OC)c1 (stereo not given)	18	1.2	0.3	3
Cc1ccc(OCc2cc(C(=O)NCCc3nc(C)c(C)s3)no2)cn1	-1	-0.1	-1.3	0
C=CCOC(=O)C1=C(C)NC2=C(C(=O)CCC2)C1c1cccc(Cl)c1Cl (stereo not given)	11	0.9	-0.2	3
Cc1ccc(CC(=O)Nc2cccc(F)c2)cc1	-3	0.0	0.2	-24
O=C(COC(=O)c1cc([N+](=O)[O-])ccc1NCCO)Nc1ccc(Br)cc1	0	-0.1	1.4	25
CCOc1ccc(N=C(C)C2=C(O)c3ccccc3C2=O)cc1	8	-0.3	-1.1	-64
COCCNC(=O)c1cc2c(Cl)nc3ccc(C)cc3c2s1	-9	0.0	0.0	-7
N#Cc1cc([N+](=O)[O-])ccc1NC(=O)CSc1nnc(Nc2ccccc2)s1	-8	-0.4	-1.5	17
O=C(Nc1ccc(O)cc1C(=O)O)c1cccc(Oc2ccc([N+](=O)[O-])cc2)c1	9	-0.6	1.2	-8
CC1(C2CCN(C(=O)Cc3cccc(C(F)(F)F)c3)CC2)NC(=O)NC1=O (stereo not given)	-2	-0.1	-0.6	-1
C=CCn1c(=NC(=O)CSC(C)=O)sc2ccccc21	-5	-0.3	-1.3	5
O=C(N/N=C/c1cccc(O)c1O)c1ccccn1	81*	-1.3	-8.5	-10
CCC(=O)N(CCCN1C(=O)c2cccc3cccc(c23)C1=O)c1ccc(OC)cc1	-8	0.0	0.8	0
O=C(NS(=O)(=O)c1ccc(I)cc1)C(Cl)Cl	5	0.7	-2.4	0
Cc1nc2nc(SCC(=O)NCCC3=CCCCC3)nn2c(C)c1Cc1ccc(Cl)cc1	-14	-0.3	2.1	18
COc1ccc(/C(C)=N/NC(=O)CNC(=O)c2ccccc2Br)cc1[N+](=O)[O-]	-5	0.0	-0.4	-3
COc1ccc(C(=O)COC(=O)c2cccc(N3C(=O)c4ccc(C(=O)OCC(=O)c5ccc(OC)cc5)cc4C3=O)c2)cc1	-5	-0.1	-2.1	-9
Cc1ccc(S(=O)(=O)N(Cc2ccccc2)c2ccccc2C(=O)NC2CCCCC2)cc1	12	0.0	0.1	6
O=C(N/N=C/c1ccc2c(c1)OCCO2)c1ccccc1Br	13	1.2	-0.8	-61
CC(=O)NC(CCS(C)(=O)=O)C(=O)Nc1ccc(Br)c(C)c1 (stereo not given)	7	-0.1	2.0	-6
COc1ccc(CC2NCCC3(O)CCCCC23)cc1 (stereo not given)	11	-0.2	1.6	10

Look-ups from above:
In GPR151 activ, `COc1ccc(/C(C)=N/NC(=O)CNC(=O)c2ccccc2Br)cc1[N+](=O)[O-]` reads -0.4
In GPR151 activ, `CC(=O)NC(CCS(C)(=O)=O)C(=O)Nc1ccc(Br)c(C)c1` (stereo not given) reads 2.0
In FBW7 act, `O=C(N/N=C/c1cccc(O)c1O)c1ccccn1` reads -1.3

Other results.
SMILES	MITF inh	FBW7 act	GPR151 activ	TEAD-YAP inh
COc1ccc(/C=C2\SC(=S)NC2=O)cc1I	7	0.3	-0.7	-2
Cn1c(=O)c2c(nc(Cl)n2CC(=O)c2ccc(Cl)cc2)n(C)c1=O	-6	-0.1	-1.5	-13
Cc1ccc(CNS(=O)(=O)c2cc(Br)cc3c2N(C(=O)C2CC2)CC3)cc1	4	-0.1	-0.4	-7
CCN(CC)CCn1c(=S)[nH]c2cc(Cl)ccc2c1=O	-2	0.2	0.4	-1
CCOC(=O)C1CCC(CN(Cc2ccccc2C)S(=O)(=O)c2ccc(F)c(C)c2)CC1 (stereo not given)	24	1.0	-0.3	-3
CCCCNC(=O)CCn1c(=S)[nH]c2ccsc2c1=O	-4	0.1	0.2	5
CN1C(=O)/C(=C/c2cn(CC(=O)N3CCOCC3)c3ccccc23)c2ccccc21	8	0.2	0.0	15
N#C/C(=C\c1ccc2c(c1)OCO2)c1nc2ccccc2s1	7	0.3	1.8	-17
O=C(N/N=C/c1ccccc1Br)c1cccc2cc[nH]c12	11	0.1	0.5	-27
CCNC(=S)N1CCC(c2nc3ccccc3s2)CC1	0	0.2	-0.9	18
O=C(O)/C=C\C(=O)Nc1cc(O)ccc1[N+](=O)[O-]	19	0.2	0.2	5
CCOC(=O)CSc1nc2cc(C(=O)N3CCC(C(N)=O)CC3)ccc2c(=O)n1C1CCCCC1	9	-0.1	2.3	11
O=C(COc1ccc(F)cc1)Nc1cccc([N+](=O)[O-])c1	4	0.1	1.1	-26
CN(C)c1ccc(/C=N/NC(=O)CCC(=O)N/N=C/c2ccc(N(C)C)cc2)cc1	6	0.1	2.2	13
CC(C)(C)c1ccc(C(=O)Nc2nnc(SCC(=O)Nc3nccs3)s2)cc1	10	0.2	0.0	2
Cc1cc([N+](=O)[O-])ccc1NC(=O)CSc1nnc(-c2ccccc2)o1	2	-0.1	-0.3	-29
CN(C)c1ccc(-c2nc3n(c2NC(C)(C)C)CCNC3)cc1	5	0.1	0.3	-26
CCn1c(NCc2c[nH]c3ccccc23)nc2ccccc21	-5	-0.3	1.2	-30
COc1ccccc1C(=O)CC1OC(=O)c2c1ccc(OC)c2OC (stereo not given)	14	0.0	1.3	-3
COc1ccc(N2C(=O)C(Cl)=C(Nc3cccc(C)c3C)C2=O)cc1	8	-0.5	-1.5	14
COc1ccc(-c2nc(CCNC(=O)c3ccc(Br)o3)cs2)cc1	-18	-0.5	1.2	-3
COc1ccc(Cl)cc1NC(=O)c1cnc(N2CCN(c3ccccc3OC)CC2)c2ccccc12	5	0.6	0.4	-3
Cc1ccsc1C(C1=C(O)CC(C)(C)CC1=O)C1C(=O)CC(C)(C)CC1=O (stereo not given)	-1	0.0	2.5	-7
O=C(COc1ccc(S(=O)(=O)N2CCCC2)cc1)Nc1cccc(F)c1	-1	-0.1	-0.6	5
C/C=C\C(=O)Nc1cc(-c2cn3cccnc3n2)ccc1C	-12	0.0	1.5	6
Cc1cc2c(=O)n(C)c(SCc3ccccc3)nc2s1	-1	0.2	0.1	9
COc1ccccc1N1C(=O)CC(N2CCc3ccccc3C2)C1=O (stereo not given)	15	0.1	-1.4	-7
CN(C)c1cccc(-c2cnc(N3CCOCC3)c3nccn23)c1	7	1.3	0.4	-42
COc1cccc(OC)c1C(=O)Nc1ccc(-c2cn3c(C)csc3n2)cc1	-22	0.3	2.4	38*
CCCc1ccc(OCc2ccc(C(=O)O)o2)cc1	-6	0.0	-10	-82
O=C(Cc1ccccc1[N+](=O)[O-])Nc1ccc(S(=O)(=O)N2CCCCC2)cc1	8	-0.3	-1.3	-5
CN(C)C(=O)c1c(NC(=O)c2ccc(Cl)cc2)sc2c1CCC(C(C)(C)C)C2 (stereo not given)	-13	0.1	2.1	4
C=CCc1ccccc1OCCOc1c(Cl)cc(/C=C2/C(=N)N3N=C(CC)SC3=NC2=O)cc1OCC	7	0.0	-0.3	4
COc1ccccc1C(=O)N/C(=C\c1ccc2c(c1)OCO2)C(=O)NCc1ccccc1	5	-0.1	0.5	1
COc1ccc(-c2nc(CNS(=O)(=O)c3ccc(Cl)s3)cs2)cc1	-2	0.0	0.6	-4
COC(=O)CN1C(=O)c2cccc3cccc(c23)C1=O	10	0.7	-1.2	11
COc1ccc(Cl)cc1N(CC(=O)NCCSc1ccc(C)cc1)S(C)(=O)=O	8	0.1	0.1	5
COc1ccc(CCNC(=O)CCCCCn2c(SCc3ccc(Cl)cc3)nc3cc4c(cc3c2=O)OCO4)cc1OC	15	0.0	0.4	-4
C/C(=N\NC(=O)c1ccc(Cl)cc1O)c1ccc(Cl)cc1	14	0.3	-2.4	-38
Cc1sc(NC(=O)CN2CCC(n3c(=O)[nH]c4ccccc43)CC2)c(C(N)=O)c1C	5	0.2	-0.4	5
CC(C)c1ccc(OCC(=O)N2C(C)CCCC2C)cc1 (stereo not given)	3	0.0	-0.2	-38
Cc1csc(C(C)N(C)C2CCC(=O)N(Cc3ccc(Cl)cc3)CC2)n1 (stereo not given)	6	0.0	1.1	-4
O=C(O)CCCNc1ccccc1C(=O)O	10	0.0	0.1	-1
CCS(=O)(=O)c1ccc2oc(=O)c(/C=C(\O)c3ccc(Cl)cc3)nc2c1	-9	0.0	-1.0	-3
CCc1ccccc1NC(=O)CSc1nc2ccsc2c(=O)n1Cc1ccccc1F	5	0.1	1.4	-10
Cc1cc(C)c2c(CC(=O)Nc3cc(C)on3)coc2c1	0	-0.1	0.1	3
O=c1[nH]cccc1-c1nc2ccc(Cl)cc2s1	-4	-0.1	-2.3	78*
CCOC(=O)C1=C(C)N=c2s/c(=C/c3cc(Cl)cc(Cl)c3O)c(=O)n2C1c1cccs1 (stereo not given)	0	-0.1	1.0	0

Rewritten with two lines to a compound: entries from further up.
Every second line gives: MITF inh, FBW7 act, GPR151 activ, TEAD-YAP inh
CCc1ccccc1NC(=O)CSc1nc2ccsc2c(=O)n1Cc1ccccc1F
    5, 0.1, 1.4, -10
C/C(=N\NC(=O)c1ccc(Cl)cc1O)c1ccc(Cl)cc1
    14, 0.3, -2.4, -38
Cc1sc(NC(=O)CN2CCC(n3c(=O)[nH]c4ccccc43)CC2)c(C(N)=O)c1C
    5, 0.2, -0.4, 5
CC(C)c1ccc(OCC(=O)N2C(C)CCCC2C)cc1 (stereo not given)
    3, 0.0, -0.2, -38

The list continues:
SMILES	MITF inh	FBW7 act	GPR151 activ	TEAD-YAP inh
COCc1ccc(C(=O)N[C@H](Cn2nnc3ccccc32)C(C)C)s1	-10	-0.1	0.2	-5
O=C(CN(C(=O)C(=O)Nc1ccc2c(c1)OCCO2)N1CCOCC1)NC1CCCC1	-5	0.1	-0.3	-3
O=C(NNc1ccccn1)C(=O)NNS(=O)(=O)c1cccc([N+](=O)[O-])c1	26	-2.5	-0.7	0
CCOC(=O)c1ccc(NC(=O)Cc2c(F)cccc2Cl)cc1	14	0.4	2.0	-52
O=C(NCC1CCCN(C(=O)C2CCOCC2)C1)c1ccc(-c2ccccc2)cc1 (stereo not given)	-5	0.0	0.5	-4
CCOC(=O)c1ccc(NC(=O)COc2ccc(Cl)c(C)c2)cc1	-5	0.2	-0.5	4
Cc1cc(Br)ccc1OCC(=O)N1C(C)CCCC1C (stereo not given)	0	0.0	-0.8	-22
O=C(Nc1ccc(Cl)cc1)c1ccn[nH]1	-7	-0.1	-1.5	-42
Cc1ccc(CN2CCc3nnc(C(NC(=O)c4ccccn4)C(C)C)n3CC2)o1 (stereo not given)	7	0.5	-0.2	-3
O=C(Nc1cccc2nsnc12)c1ccc(-c2ccc(Br)cc2)o1	5	-0.2	0.6	5
CC(c1ccccc1)c1nnc(NC(=O)c2ccc3c(c2)OCO3)s1 (stereo not given)	5	0.0	1.2	9
CCN1CCN(C(=O)c2cc3sccc3n2C)CC1	23	0.7	-2.2	-3
CCCn1c(SCC(=O)NC(C)CC)nnc1-c1ccncc1 (stereo not given)	-2	-0.1	-0.7	-7
O=C(NCc1cccs1)c1ccc(N2CC3CC(C2)c2cccc(=O)n2C3)c(NC(=O)c2ccc(Br)o2)c1 (stereo not given)	-4	0.0	0.2	-10
COC(=O)c1c(NC(=O)c2ccc3c(c2)OCO3)sc(C(=O)Nc2ccccc2)c1C	11	0.1	-0.7	9
O=c1c2c3c(sc2ncn1Cc1ccc(F)cc1)CC(NCCc1cccnc1)CC3 (stereo not given)	15	0.7	-1.3	14
C=CCNC(=O)CN1CCC(O)(c2ccccc2F)CC1	-9	0.0	3.5	8
COc1ccccc1N1CCN(CC(=O)Nc2ccc(C(N)=O)cc2)CC1	4	0.0	-0.7	14
C/C(=N/NC(=O)c1ccc(Br)cc1)C1CC1	-12	-0.2	-0.4	-2
COCCNC1CCN(c2ccc(NC(=O)c3ccc(C)cc3C)cc2)CC1	5	-0.1	0.8	-1
c1cc(N2CCOCC2)ccc1Nc1nc(NCCN2CCOCC2)c2ncn(C3CCCCC3)c2n1	-6	-0.1	-0.2	0
O=C(O)c1cc(NC(=O)C2CC=CCC2C(=O)O)ccc1Cl (stereo not given)	-4	0.0	4.3	-5
COc1ccc(N2CCN(CCCNS(=O)(=O)c3cccc4nsnc34)CC2)cc1	11	-0.1	-1.4	-3
Cn1c(=O)c2c(nc(N3CCCCC3)n2CCN=CN2CCOCC2)n(C)c1=O	11	0.3	-0.5	-14
O=C(CCN1C(=O)c2ccccc2S1(=O)=O)NCCc1ccccc1	5	-0.1	0.8	-6
CC(C)N=C(N)CCn1cnc2c1c(=O)n(C)c(=O)n2C	14	0.0	0.9	3

Part of the list above in order of formula weight, highest first.
SMILES	MITF inh	FBW7 act	GPR151 activ	TEAD-YAP inh
c1cc(N2CCOCC2)ccc1Nc1nc(NCCN2CCOCC2)c2ncn(C3CCCCC3)c2n1	-6	-0.1	-0.2	0
COc1ccc(N2CCN(CCCNS(=O)(=O)c3cccc4nsnc34)CC2)cc1	11	-0.1	-1.4	-3
Cn1c(=O)c2c(nc(N3CCCCC3)n2CCN=CN2CCOCC2)n(C)c1=O	11	0.3	-0.5	-14
O=C(CCN1C(=O)c2ccccc2S1(=O)=O)NCCc1ccccc1	5	-0.1	0.8	-6

Source: PubChem
